LEDGF integ inh: blocks HIV-1 LEDGF/p75-dependent DNA integration; TR-FRET IN-LEDGF/p75 DNA integration, Eu/Cy5; inhibition, % at 3.7 µM; hit rate 0.64% among 370,000; AID 743269;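 active = inhibition above the screen-wide mean plus 3 SD, cut at about 13% in these data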;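 note: signal is the Cy5 over europium emission ratio at 671 and 618 nm; 0% = plate median of compound wells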
UHRF1 MBD2 ctr: human UHRF1 methylated DNA binding inhibitors; hit rate 0.75% among 370,000; UHRF1 binding to methylated oligo, TR-FRET; AID 687016; Q96T88; inhibition, % at 4.4 µM; in the data active = inhibition above about 21%;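 note: UHRF1 SRA domain binding a hemimethylated CpG hairpin DNA probe; 0% = median of test compound wells and 100% = reference inhibitor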
ABHD4 inh: ABHD4 (mouse) inhibition, primary FP screen | purified mABHD4, FP-Rh probe fluorescence polarization | inhibition, % at 8.92 µM | hit rate 0.54% among 370,000;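 active = inhibition exceeding the mean over every tested compound plus 3 SD, cut at about 30% in these data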;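 note: 0% = plate median of compound wells and 100% = S159A mutant with DMSO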
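Assay system: Wild-type mouse ABHD4 protein | Medium: HEPES pH 7.0 buffer, 150 mM NaCl, 0.01% Pluronic F-127 | Incubation: Enzyme–compound pre-incubation 45 min, then probe 60 min, both 25 °C | Technique: Fluorescence polarization with parallel and perpendicular emission, 525/598 nm | Evaluation: % inhibition of FP-Rh probe binding versus controls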
PG9 Ab binder: binds the HIV-1 gp120 antibody PG9; inhibition, % at 6.7 µM; TR-FRET gp120-PG9 antibody binding; hit rate 0.43% among 360,000; AID 624416; in the data active = inhibition above about 8.5%
TCR CD3 inh: inhibitors of human TCR-CD3 interaction. TAMRA-labeled TCR probe fluorescence, biochemical. inhibition, % at 9.4 µM. hit rate 0.37% among 360,000. AID 651800; in the data active = inhibition above about 19%;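 note: recombinant mutant TCR 2C K166C tagged with TAMRA read by polarization; 0% = receptor in buffer alone and 100% = receptor with positive control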
HTRA1 inh: blocks human HTRA1 serine peptidase; Q92743; recombinant HTRA1, FP-rhodamine activity-based probe, fluorescence polarization; inhibition, % at 5.96 µM; hit rate 0.5% among 340,000; in the data active = inhibition above about 36%;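 note: 0% = enzyme with DMSO and 100% = wells lacking enzyme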
PRMT1 inh: PRMT1 (human) inhibition, primary screen; AID 652257; recombinant PRMT1, activity-based probe fluorescence polarization; Q99873; inhibition, % at 2.79 µM; hit rate 1.3% among 370,000;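 active = inhibition above about 21% made by adding two undisclosed values, limit read from the data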
Target sequence (Q99873 whole entry, looked up): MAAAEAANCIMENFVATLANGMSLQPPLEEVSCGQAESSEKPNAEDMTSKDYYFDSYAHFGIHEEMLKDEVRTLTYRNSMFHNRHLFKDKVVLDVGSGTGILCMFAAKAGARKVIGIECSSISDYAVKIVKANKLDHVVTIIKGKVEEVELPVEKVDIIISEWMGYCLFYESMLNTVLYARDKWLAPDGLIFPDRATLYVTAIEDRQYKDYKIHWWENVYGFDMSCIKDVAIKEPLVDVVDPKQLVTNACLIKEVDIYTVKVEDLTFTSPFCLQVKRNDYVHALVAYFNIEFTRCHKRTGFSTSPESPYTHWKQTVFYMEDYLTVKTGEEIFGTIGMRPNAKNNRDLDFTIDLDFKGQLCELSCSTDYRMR
Rev-erbA mod: Rev-erb alpha (human) modulation. Rev-erbα–FITC-DNA binding, fluorescence polarization, 90 min. activity, % at 10 µM. hit rate 0.79% among 370,000. AID 1259318;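 active = activity above about 14%, limit read from the data; passing the limit was not always enough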;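 note: 0% = DMSO wells with 35 nM protein and 100% = DMSO wells with 750 nM protein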
Target sequence (P20393 whole entry, looked up): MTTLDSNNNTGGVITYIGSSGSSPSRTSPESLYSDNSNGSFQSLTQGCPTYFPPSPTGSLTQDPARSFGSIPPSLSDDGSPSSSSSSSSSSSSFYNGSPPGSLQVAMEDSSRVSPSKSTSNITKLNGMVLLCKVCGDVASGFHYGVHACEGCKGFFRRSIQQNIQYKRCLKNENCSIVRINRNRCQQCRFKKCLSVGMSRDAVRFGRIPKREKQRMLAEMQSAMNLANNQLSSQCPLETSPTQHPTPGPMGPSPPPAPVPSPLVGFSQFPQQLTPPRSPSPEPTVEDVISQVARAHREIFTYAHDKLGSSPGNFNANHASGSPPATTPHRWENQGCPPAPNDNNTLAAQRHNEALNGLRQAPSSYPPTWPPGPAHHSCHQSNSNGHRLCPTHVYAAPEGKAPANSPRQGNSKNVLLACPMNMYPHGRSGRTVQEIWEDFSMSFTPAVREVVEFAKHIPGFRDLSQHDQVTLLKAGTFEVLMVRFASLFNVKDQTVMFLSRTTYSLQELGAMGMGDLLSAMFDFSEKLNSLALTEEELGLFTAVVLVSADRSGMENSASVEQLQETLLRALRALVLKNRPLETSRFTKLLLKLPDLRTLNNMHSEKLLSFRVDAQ
rCAG binder: molecules binding r(CAG) RNA repeats; r(CAG) RNA repeat, TO-PRO-1 dye displacement fluorescence; inhibition, % at 3 µM; AID 651821; hit rate 1.3% among 370,000;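 active = inhibition above the plate cutoff, the mean of all test compounds on that plate plus 3 SD, cut at about 35% in these data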;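 note: 0% = DMSO alone and 100% = 100 µM mitoxantrone as full dye displacement; higher means more dye released from RNA so lower well fluorescence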
MBD2 DNA inh: blocks human MBD2 binding to methylated DNA; Q9UBB5; TR-FRET, MBD2 binding to methylated oligonucleotide; hit rate 0.31% among 370,000; inhibition, % at 4.4 µM; in the data active = inhibition above about 13%
* marks the source's active call; other numbers are inactive results; nt = no result given. Only part of the results is shown, so the mix of outcomes need not match the whole.

nr	molecule	LEDGF integ inh	UHRF1 MBD2 ctr	ABHD4 inh	PG9 Ab binder	TCR CD3 inh	HTRA1 inh	PRMT1 inh	Rev-erbA mod	rCAG binder	MBD2 DNA inh
1	N#CCCN(Cc1cccnc1)C(=O)Nc1cccc(Cl)c1	0	1	-2	0.4	-3	3	-1	0	-3	2
2	CN(Cc1ccccc1)C(=O)COC(=O)CCC(=O)c1ccc(F)cc1	0	1	6	-2.3	4	0	0	-1	-2	-2
3	C=CCN=c1scc(-c2ccc3c(c2)NC(=O)CO3)n1/N=C(\C)c1ccccn1	0	-9	17	-0.6	-3	1	1	-3	-2	-7
4	O=C(CN1C(=O)C2C3CC(C(Br)C3Br)C2C1=O)N1CCOCC1 (stereo unspecified)	-1	-4	-7	1.1	-4	4	-2	1	-1	3
5	Cc1cc2c(c(=O)n1Cc1cccnc1)C(c1cccs1)C(C#N)=C(N)O2 (stereo unspecified)	1	-2	7	-0.4	4	8	1	2	2	-4
6	Cc1ccsc1C(=O)NNC(=O)c1ccccc1F	0	-1	1	-0.2	-4	0	-3	-4	0	-1
7	O=C(CCCNC(=O)c1ccc(Cl)cc1)Nc1ccccc1F	-7	0	-9	-0.1	-10	-3	11	-2	-1	6
8	COc1ccc2c(c1)C(=O)CC(O)(C(F)F)O2 (stereo unspecified)	-1	1	2	-0.8	-10	0	-2	-1	0	-1
9	O=C(Nc1ccccc1)c1ccc(Br)o1	0	0	6	-0.8	2	5	-1	1	-2	0
10	COc1ccc(C(=Cc2ccccc2)C(=O)O)cc1	-1	4	-15	0.3	-6	-4	5	-3	2	6
11	COC(=O)c1ccc(NC(=O)CSc2n[nH]c(-c3ccncc3)n2)cc1	-7	2	0	-0.2	-7	-9	2	1	3	5
12	CC(C)c1cc(=O)n2[nH]c(N)nc2n1	2	-4	-5	-1.6	1	1	-5	-3	-1	-4
13	O=C(NCC(c1ccco1)N1CCCC1)c1cc(S(=O)(=O)N2CCOCC2)ccc1Cl (stereo unspecified)	3	3	-1	0.2	2	9	-5	7	3	-3
14	COc1ccc(NC(=O)N2CCCc3ccccc32)cc1	4	-4	-4	-1.2	2	-4	-2	-3	0	-4
15	Cc1noc(NS(=O)(=O)c2ccc(NC(=O)C(F)(F)F)cc2)c1C	-1	-3	3	-0.8	3	-9	0	3	-2	-1
16	O=C1c2ccccc2C(=O)c2c1ncn2-c1ccccc1	0	-7	4	-0.2	3	9	0	3	-1	-8
17	CC(C)n1cc(CN2CCC(C(=O)Nc3cccc(-c4cccc(Cl)c4)c3)CC2)cn1	-6	4	-8	-1.7	-9	0	1	0	-6	12
18	C=CCN(CC=C)C(=O)C1c2ccccc2Oc2ccccc21	3	-1	1	-3.2	7	1	-3	4	0	1
19	Cc1cc(C)n(-c2nc(C(=O)O)cs2)n1	0	-2	-2	-1.2	4	nt	0	-1	2	2
20	COc1ccccc1N(CC(=O)NC1CCCC1)C(=O)CCCC(=O)Nc1ccccn1	-3	5	-7	0.6	-7	3	6	6	-5	5
21	Cc1onc(-c2c(Cl)cccc2Cl)c1COC(=O)c1ccc(Cl)cc1[N+](=O)[O-]	1	0	-3	1.0	3	-2	3	1	-2	3
22	O=C(c1cccc(Cl)c1)N1CCN(C(=O)c2ccco2)CC1	1	-3	3	0.9	6	6	0	0	0	2
23	COC(=O)c1cc(S(=O)(=O)NCc2ccccc2)c[nH]1	2	4	-4	0.6	-7	9	6	-2	0	7
24	Cc1cccn2c(=O)c3cc(C(=O)NC4CCCCC4)n(C)c3nc12	2	16	8	-0.3	4	-3	-1	-2	0	0
25	CC1(C)NC(=O)N(CCCOc2ccc(Br)cc2Cl)C1=O	1	0	-2	0.0	1	-1	0	6	2	2
26	Cc1ccc(NC(=O)COC(=O)C(NS(=O)(=O)c2ccc(Cl)cc2)C(C)O)cc1 (stereo unspecified)	0	-1	3	-2.2	9	0	-3	0	1	0
27	O=C(Nc1ccc(O)cc1)/C(=C\c1cccs1)NC(=O)c1ccccc1	1	2	4	-3.4	0	6	-2	-2	1	-4
28	O=C(CCc1nc2ccccc2[nH]1)Nc1ccc2c(c1)OCO2	-2	-3	14	-2.6	7	27	4	-1	6	-8
29	CCCOc1ccc(-c2c(C(=O)N/N=C/C3CC=CCC3)nnn2-c2nonc2N)cc1 (stereo unspecified)	3	-2	-13	-1.3	9	-25	-2	-3	13	-4
30	COC(=O)c1ccccc1NC(=O)Nc1c(C)n(C)n(-c2ccccc2)c1=O	1	0	2	-2.5	7	8	-4	3	0	0
31	COC(=O)Cn1c(O)c(N=NC(=O)CNC(=O)c2ccncc2)c2ccccc21	-2	1	-7	-3.3	-6	5	0	0	5	-3
32	CCCCn1c(N)c(N(CCC(C)C)C(=O)CSc2nnc(C)s2)c(=O)[nH]c1=O	-2	3	7	-0.4	2	6	0	1	-3	0
33	COc1cccc(CN(C)C(=O)[C@@H](NC(=O)c2ccc(C)cc2)C(C)C)c1	-4	0	12	0.3	0	-2	-4	-1	-5	-1
34	CCN(CCO)c1ncnc2c1sc1nc(C(C)C)c3c(c12)CC(C)(C)OC3	-3	1	4	-1.0	-4	-3	2	-1	-2	-2
35	CSC1=NC2(C[C@H]2c2ccccc2)C(=O)N1C (stereo partly specified)	-4	1	1	-1.2	-5	5	0	3	-5	4
36	O=C(NC1CCS(=O)(=O)C1)/C(=C/c1ccco1)NC(=O)c1ccccc1 (stereo unspecified)	2	-2	3	-0.3	4	6	1	5	1	-4
37	CC(NC(=O)COC(=O)c1cc([N+](=O)[O-])ccc1N1CCOCC1)c1ccc(F)cc1 (stereo unspecified)	-1	1	5	1.2	7	-1	0	-1	6	-7
38	Cc1ccccc1C(=O)N1CCN(c2ccc(NC(=O)c3ccccc3[N+](=O)[O-])cc2)CC1	-2	0	9	-0.6	2	3	2	-3	0	1
39	Cc1ccnc(Sc2ccc([N+](=O)[O-])cc2[N+](=O)[O-])n1	-1	-4	-1	0.7	4	0	-1	2	1	4
40	Cc1ccc(C)c(S(=O)(=O)c2c(C)cc(C)[nH]c2=O)c1	4	1	5	-1.4	-2	0	0	-2	3	-3
41	COc1ccc(C(=O)C2CCCN(C(=O)c3ccc4nccnc4c3)C2)c(C)c1 (stereo unspecified)	3	1	1	-2.5	12	2	-7	-2	-5	-4
42	O=C(NCC1CCCO1)c1cccc(Oc2c(Cl)cccc2[N+](=O)[O-])c1 (stereo unspecified)	1	2	-2	2.0	-1	-1	-2	11	-5	-2
43	Cc1nc2cc[nH]n2c(=O)c1CCc1ccccc1	0	0	-4	-1.2	-3	nt	3	-1	1	-6
44	O=C(CSc1n[nH]c(-c2ccccc2F)n1)Nc1cc(F)ccc1F	2	0	-2	-1.4	6	-2	0	-6	3	3
45	OCC1CCCCN1CCNCc1cn[nH]c1-c1cccc2ccccc12 (stereo unspecified)	-5	0	3	0.0	1	2	1	-2	-1	-2
46	COCCN(C(=O)CSc1ncccn1)c1c(N)n(Cc2ccccc2)c(=O)[nH]c1=O	-1	-1	0	-0.4	6	3	3	3	-1	-1
47	CCCCc1nc2cc(C(=O)N(C)C3CCOCC3)ccc2o1	-3	-1	0	-0.2	1	0	-1	5	-6	-4
48	O=C(Nc1ccc(-c2ccc(N3CCCCC3)nn2)cc1)c1ccco1	-5	0	-33	-0.2	-7	-22	4	-3	8	4
49	N=c1ccn(Cc2ccc(Cl)cc2Cl)cc1	1	2	1	-0.9	-4	-3	-1	1	5	-1
50	Cc1ccc(/C=C(\C#N)C(=O)Nc2cccc3ncccc23)o1	10	-2	13	-4.2	7	-2	24*	-38	2	-1
51	O=C(N/N=C/c1ccc2c(c1)OCO2)C(O)c1ccccc1 (stereo unspecified)	1	-2	2	-0.2	-4	3	-1	-7	0	-1
52	CCCC(=O)N1CCCC1(C)C(=O)Nc1ccc(-n2cncn2)cc1 (stereo unspecified)	-4	1	4	-1.2	3	nt	0	0	1	1
53	CCOC(=O)C1=CC[C@H]2c3c(c4ccccc4n3C)C(=O)C1N2S(=O)(=O)c1ccc(C)cc1	2	0	-10	-4.0	0	-26	2	3	3	1
54	CCc1ccc(NC(=O)C(=O)NNC(=O)c2cccs2)cc1	2	1	-2	-4.5	-2	0	-2	1	4	3
55	Cc1onc(C(=O)NCc2ccc(F)cc2)c1[N+](=O)[O-]	-4	5	-1	-0.7	-6	-6	2	-4	-5	1
56	COc1ccc(C2NC(=O)C(C#N)=C(S)N2c2ccccc2)cc1OC (stereo unspecified)	1	-1	0	-0.2	6	3	-1	-5	1	0
57	CCC(C)c1ccc(NC(=O)Nc2cnccn2)cc1 (stereo unspecified)	-7	0	-9	0.8	-6	0	0	1	-3	-3
58	CC(=O)N/N=C/c1ccccc1OCCOc1cccc(C)c1	1	-4	6	0.1	1	-4	1	0	-2	2
59	S=C(Nc1ccccc1Cl)N(Cc1ccccc1)Cc1cccnc1	2	1	0	-0.5	-2	-3	-3	0	-2	-7
60	NC(=O)c1ccccc1NC(=O)N1CCOCC1	0	-1	2	-2.6	0	10	1	7	0	0

Remaining list, next part.
nr	molecule	LEDGF integ inh	UHRF1 MBD2 ctr	ABHD4 inh	PG9 Ab binder	TCR CD3 inh	HTRA1 inh	PRMT1 inh	Rev-erbA mod	rCAG binder	MBD2 DNA inh
61	CC1CC(C)C(=NNC(N)=O)C(C(O)CC2CCC(=O)NC2=O)C1 (stereo unspecified)	-1	3	-1	2.6	0	6	3	-1	4	-2
62	CCn1c2ccccc2c2cc(NC(=O)COC(=O)c3cc(Cl)c(N)cc3OC)ccc21	-2	10	6	2.0	-8	-3	2	0	32	2
63	N#Cc1cccc(NC(=O)OC2CC3CC2[C@H]2CCCCN2C3)c1 (stereo partly specified)	4	3	1	nt	nt	nt	-4	-4	6	-1
64	O=C(COc1ccc(S(=O)(=O)N2CCCCC2)cc1)NC1CCCCC1	-2	-2	2	-0.1	-2	4	-3	-2	-8	-2
65	O=C(CSc1nc2ccccc2c(=O)n1Cc1ccco1)NCCN1C(=O)CSC1=O	0	8	1	-1.2	2	-3	-3	-1	-1	3
66	COc1cc(CC(NC(C)=O)C(=O)NC2CCN(S(=O)(=O)c3ccc(NC(C)=O)cc3)CC2)cc(OC)c1 (stereo unspecified)	-10	3	2	-0.7	-4	4	3	3	1	5
67	Cc1ccc(NC(=O)COC(=O)CN2CCCCCC2=O)cc1C	-2	-1	-3	-0.8	4	5	-3	-1	1	0
68	CC1CCN(S(=O)(=O)c2cccc(C(=O)Nc3nncs3)c2)CC1	-1	-1	-2	-0.3	3	-2	0	-4	7	1
69	Cc1ccc(S(=O)(=O)N2CC3C(=O)CC(c4ccccc4)N(S(=O)(=O)c4ccc(C)cc4)C3CC2c2cccc(Cl)c2)cc1 (stereo unspecified)	0	3	-8	-1.5	-6	nt	1	-3	17	0
70	CN(CC(=O)Nn1cnnc1)S(=O)(=O)c1cc(Cl)ccc1Cl	-1	-3	6	0.3	-4	1	-1	-2	-1	2
71	COc1cc(NS(=O)(=O)c2ccc(NC(=O)COc3ccccc3Cl)cc2)nc(OC)n1	1	-1	-8	-1.2	12	nt	0	-1	65*	-3

As entered above.
TCR CD3 inh with O=C(COc1ccc(S(=O)(=O)N2CCCCC2)cc1)NC1CCCCC1 is entered as -2
LEDGF integ inh with COc1cc(CC(NC(C)=O)C(=O)NC2CCN(S(=O)(=O)c3ccc(NC(C)=O)cc3)CC2)cc(OC)c1 (stereo unspecified) is entered as -10

Assay outcomes (PubChem)
